# Source: PubChem BioAssay
# FLuc inh counter = inhibits firefly luciferase, flagging false hits in luciferase inhibition screens | P08659 | ATPLite firefly luciferase biochemical luminescence, 10 min | inhibition, % at 10 µM | 200,000 compounds, 1.5% hits | AID 1006;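 active means inhibition above about 50% when tested at 10 µM, limit read from the data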
# Target sequence (P08659 whole entry, looked up): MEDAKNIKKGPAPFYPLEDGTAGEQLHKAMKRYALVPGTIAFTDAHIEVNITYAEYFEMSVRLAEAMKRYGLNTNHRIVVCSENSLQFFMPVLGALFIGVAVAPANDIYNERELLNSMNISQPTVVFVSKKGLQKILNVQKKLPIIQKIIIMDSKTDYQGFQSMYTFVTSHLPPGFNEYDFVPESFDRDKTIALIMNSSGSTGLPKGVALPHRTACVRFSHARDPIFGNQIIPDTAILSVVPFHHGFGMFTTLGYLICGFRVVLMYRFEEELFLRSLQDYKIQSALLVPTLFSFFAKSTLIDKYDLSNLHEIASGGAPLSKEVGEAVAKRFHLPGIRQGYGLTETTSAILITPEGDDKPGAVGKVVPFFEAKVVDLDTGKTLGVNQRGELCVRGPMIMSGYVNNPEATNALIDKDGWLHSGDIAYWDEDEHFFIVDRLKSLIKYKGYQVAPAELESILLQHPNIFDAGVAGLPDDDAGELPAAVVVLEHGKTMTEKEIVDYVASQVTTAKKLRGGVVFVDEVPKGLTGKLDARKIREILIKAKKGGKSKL
# bIAP act = increases bovine intestinal alkaline phosphatase activity. purified bovine IAP, CDP-star luminescence, 30 min; active compounds read high; fold of DMSO-control signal, blank-subtracted. AID 1016. 200,000 compounds, 0.17% hits. activation factor at 20 µM;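 active means activation factor of 2 or more at 20 µM, a signal rise over negative controls twice the positive control's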
# FLuc stim CS = firefly luciferase counter-screen for stimulation assays | P08659 | ATPlite luciferase biochemical, luminescence, 10 min; 0 = ATP-free wells, 1 = DMSO control | activation factor at 10 µM | 200,000 tested, under 10 active;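 active means luciferase activation factor, scaled between plate controls, of at least 2 with compound at 10 µM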
#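 System: cell-free luciferase reagent; medium: PBS as buffer for the ATP substrate; doses: test compounds dosed from 2 mM stocks in 100% DMSO; incubation: 10 min, room temperature; measured by: luminescence from luciferase reaction; read-out: luciferase activation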
# TNAP inh no acc = TNAP (human) inhibition, acceptor-free conditions. P05186. AID 1012. 200,000 compounds, 0.26% hits. purified TNAP, CDP-star luminescence, 30 min. inhibition, % at 20 µM;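 active means tissue-nonspecific alkaline phosphatase inhibition above about 50% at 20 µM in the single-dose screen, limit read from the data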;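 further: 0% = DMSO negative control and 100% = EDTA positive control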
# Target sequence (P05186 whole entry, looked up): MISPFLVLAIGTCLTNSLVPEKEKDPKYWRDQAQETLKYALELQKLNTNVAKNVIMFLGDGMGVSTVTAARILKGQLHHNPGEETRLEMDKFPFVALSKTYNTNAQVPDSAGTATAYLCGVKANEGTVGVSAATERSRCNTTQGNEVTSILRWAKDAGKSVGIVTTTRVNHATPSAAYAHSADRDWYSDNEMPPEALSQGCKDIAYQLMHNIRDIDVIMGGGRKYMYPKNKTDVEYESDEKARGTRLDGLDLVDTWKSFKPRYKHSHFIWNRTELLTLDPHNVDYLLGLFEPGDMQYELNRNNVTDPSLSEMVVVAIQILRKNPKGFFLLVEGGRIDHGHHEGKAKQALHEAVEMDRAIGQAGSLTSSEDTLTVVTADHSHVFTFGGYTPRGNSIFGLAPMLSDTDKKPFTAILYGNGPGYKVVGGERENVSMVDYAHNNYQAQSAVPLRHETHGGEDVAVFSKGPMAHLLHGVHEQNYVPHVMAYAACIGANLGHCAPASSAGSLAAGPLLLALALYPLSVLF
# bIAP inh = intestinal alkaline phosphatase (bovine) inhibition; 190,000 tested, under 10 active; inhibition, % at 20 µM; AID 1019; purified bovine IAP, CDP-star luminescence, 30 min;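 active means over 50% inhibition of intestinal alkaline phosphatase at 20 µM in the single-dose screen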
#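 Incubation: 30 min reaction at room temperature / Material: purified bovine intestinal alkaline phosphatase (IAP) enzyme / Input: enzyme at 1/65,000,000 dilution / Dosing: 20 µM single dose / Signal: CDP-star luminescence signal / Reagent: CDP-star chemiluminescent phosphatase substrate, 30 µM final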
# RAM network inh = yeast RAM network inhibition; S. cerevisiae dse1pr::URA3 reporter, 5-FOA growth OD615, 2 d; analog-sensitive cbk1-as2 kinase mutant strain; inhibition, % at 50 µM; 190,000 compounds, 1.8% hits;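 active means inhibition above a set limit, 3 SD over mean compound inhibition, cut at about 8.4% in these data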;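 further: 0% = DMSO-only wells with no growth and 100% = 10 µM 1-NA-PP1 full growth; inhibition rescues growth on 5-FOA so higher OD means more RAM inhibition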
# Lmaj promast = reduces viability of Leishmania major promastigotes | resazurin fluorescence viability | inhibition, % at 10 µM | AID 1063 | 200,000 compounds, 9% hits; in the data active means inhibition above about 50%;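 further: promastigotes grown with compound for 44 hours at 28 °C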
# APP transl inh = APP translation inhibition; 190,000 compounds, 0.82% hits; AID 1285; SH-SY5Y APP 5'UTR-luciferase reporter, luminescence; inhibition, % at 2 µM;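 active means inhibition above a set limit, derived from the sample mean plus 3 SD, cut at about 45% in these data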; further: values of inactives mirror those of a sister screen read the other way
# TNAP inh hi DEA = inhibitors of human TNAP at high phosphate acceptor concentration; purified TNAP, CDP-star luminescence, 1 M DEA; inhibition, % at 20 µM; 200,000 compounds, 0.03% hits;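 active means over 50% inhibition of tissue-nonspecific alkaline phosphatase at 20 µM in the single-dose screen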;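 further: plate controls were DMSO wells for no effect and EDTA-quenched wells as full inhibition for full effect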
# TNAP act hiacc = TNAP (human) activation, high acceptor | AID 1136 | P05186 | activation factor at 20 µM | purified TNAP, CDP-star luminescence, 1 M DEA, 30 min; active compounds read high; 0 = EDTA background, 1 = DMSO-only activity | 200,000 tested, under 10 active;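 active means activation factor at least 2 at 20 µM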
#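 Measured by: Luminescent substrate turnover signal | Test system: Human TNAP | Input: TNAP 1/800 final | Dosing: 20 µM single point | Schedule: 30 min, room temperature | Controls: EDTA wells as negative control, DMSO wells as positive control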
# * = called active by the depositor; · = not tested or not shown. No enrichment for hits; about 13% have a hit in one of these screens.
# Preview, 2 compounds:
SMILES,FLuc inh counter,bIAP act,FLuc stim CS,TNAP inh no acc,bIAP inh,RAM network inh,Lmaj promast,APP transl inh,TNAP inh hi DEA,TNAP act hiacc
O=C(NCc1ccccc1)c1ccccc1-c1nc2ccccc2[nH]1,0,1.2,1,4,-22,1.5,-1,-5,1,1
CCNC(=S)N1CCC(C(O)(c2ccccc2)c2ccccc2)CC1,-7,1,1.1,-12,4,2.6,4,-14,-4,1

# The whole of this part, repeating the preview:
SMILES,FLuc inh counter,bIAP act,FLuc stim CS,TNAP inh no acc,bIAP inh,RAM network inh,Lmaj promast,APP transl inh,TNAP inh hi DEA,TNAP act hiacc
O=C(NCc1ccccc1)c1ccccc1-c1nc2ccccc2[nH]1,0,1.2,1,4,-22,1.5,-1,-5,1,1
CCNC(=S)N1CCC(C(O)(c2ccccc2)c2ccccc2)CC1,-7,1,1.1,-12,4,2.6,4,-14,-4,1
O=C(CCn1c2c(c3ccccc31)CCCC2)NNC(=O)c1ccccc1[N+](=O)[O-],-2,1,1,-73,2,3.6,-3,0,-2,1
COc1ccccc1N1CCN(Cc2nc3ccccc3c(=O)n2CC(C)=O)CC1,-6,1,1.1,5,1,0.4,-7,-5,-4,1
O=C(O)c1ccc(N/N=C/c2cc3c(cc2[N+](=O)[O-])OCO3)cc1,10,0.8,0.9,16,18,6.5,2,-24,20,0.8
Cc1cc(C(=O)CN2CCCCC2)c(C)n1-c1ccc(F)cc1,-5,0.9,1,-8,7,2.2,12,-29,-2,1
COc1cc(OC)c(NC(=O)Nc2ccc(OC)c(OC)c2)cc1Cl,-4,0.9,1,-11,7,1.4,43,-6,-1,1
O=C(Nc1ccc(OC(F)(F)F)cc1)c1n[nH]c(Cn2cncn2)n1,8,1,0.9,-4,4,1.9,0,-13,-4,1
C/C(=N/NC(=O)C(=O)N/N=C(/C)c1ccccc1)c1ccccc1,-4,1.1,1,-58,-14,3.6,-16,-3,-1,1
Cn1c(-c2ccc(F)cc2)cnc1SCC(=O)Nc1ccccc1N1CCOCC1,18,1,0.8,-6,3,4.0,5,-12,1,1
O=C(CNC(=O)c1cnccn1)Nc1ccc(F)c(F)c1F,-8,1.1,1.1,-8,-6,-0.1,-4,4,-9,1.1
O=C(OCc1nnc(-c2ccccc2)o1)c1cc(S(=O)(=O)N2CCOCC2)c(Cl)cc1Cl,-8,0.9,1.1,-3,5,6.1,-8,-1,0,1
COCCOC(=O)C1=C(N)OC2=C(C(=O)CC(C)(C)C2)C1c1ccncc1 (stereo not given),-7,1,1.1,-4,1,0.3,-3,-6,-5,1
CCc1ccc(C2CC(c3ccccc3Cl)Nc3nc(N)nn32)cc1 (stereo not given),-2,1,1,-4,-3,-0.3,13,-20,5,1
COc1ccc2c(C)cc(SCC(=O)Nc3ccc(Cl)cn3)nc2c1,-4,1,1,-12,-4,4.9,59*,2,-4,1
COc1ccc(C(=O)NC(=S)N2CCC(C)CC2)cc1,-3,1,1,-13,0,-0.1,5,-8,-6,1.1
CS(=O)(=O)c1ccc(Cl)c(NC(=O)CSc2nc3ccccc3c(=O)n2CCCN2CCOCC2)c1,-8,1,1.1,0,3,0.7,85*,2,-4,1
O=C(CCn1c(=O)sc2ccccc21)NC1=NCCS1,8,1.1,0.9,-6,-9,1.0,1,-10,2,1
COc1ccc(O[C@H]2C=C[C@@H](c3ccccc3)O[C@@H]2COC(=O)CC/C(C)=N/O[C@@H](C)c2cc(-c3c(C)cc(C)cc3C)no2)cc1,-4,1.4,1,-8,-35,21*,-4,11,-4,1
Cc1c(NC(=O)CSc2nccn2C)c(=O)n(-c2ccccc2)n1C,-5,0.8,1.1,-14,18,0.9,-1,15,-7,1.1
CN1CCN(NC(=S)Nc2ccc(OC(F)F)cc2)CC1,0,1,1,-2,-4,4.2,27,2,-2,1
O=C(O)CCc1ccc(-c2cccs2)n1CC(=O)Nc1ccccc1C(F)(F)F,0,1,1,-11,4,0.4,-6,-10,-1,1
Cc1ccsc1/C=N/n1c(-c2cccnc2)n[nH]c1=S,8,0.9,0.9,19,8,0.1,-4,8,-2,1
COc1ccc(CC(NC(C)=O)C(=O)N2CCN(C(=O)N(C(C)C)C(C)C)CC2)cc1 (stereo not given),-2,1.1,1,-7,-8,-0.5,5,1,-3,1
N#C/C(=C\c1ccc(N2CCCCC2)o1)C(=O)Nc1cccc(Br)c1,12,0.9,0.9,13,12,3.7,-3,-170,13,0.9
CCCOC(=O)C1C2C=CC(C3CC23)C1C(=O)OCC(=O)c1ccccc1 (stereo not given),-6,1,1.1,-10,2,-0.2,17,-2,-4,1
Cn1nnnc1SCCNCc1ccccc1OCc1ccc(F)cc1,-2,1,1,-6,-4,-0.8,7,-2,0,1
CC(=O)Nc1ccc(S(=O)(=O)Nc2nnc(CC(C)(C)C)s2)cc1,-5,0.9,1,-12,7,2.0,-6,2,-2,1
C/C(=N\NC(=O)c1cc(C)[nH]n1)C(C)(C)C,-3,1.1,1,-8,-6,0.4,-5,-23,-4,1
COc1ccc(-c2nnc(NC(=O)c3ccc(F)cc3)o2)cc1,-4,1.1,1,-17,-8,1.1,98*,17,0,1
CC1CCCC/C1=N\NC(=S)Nc1cccnc1 (stereo not given),-3,1,1,-14,4,-0.4,-3,-26,1,1
Cc1ccc(S(=O)(=O)NC(=O)NC(C)(C)C)cc1,6,0.9,0.9,-6,10,-0.6,-6,-10,-3,1
CCOC(=O)Cn1nnc(-c2ccc(SC)cc2)n1,4,0.8,1,-5,17,4.4,-3,-2,1,1
O=C1CCC/C(=N\NC(=O)COc2ccc(Cl)cc2)C1,-7,1,1.1,-16,3,2.4,-7,21,-4,1
Cc1cccc(CSC(=N)N)c1,-6,0.9,1.1,43,12,2.0,-2,-2,2,1
O=c1oc2cc(Cl)ccc2n1CSc1nc2ccccc2s1,10,0.2,0.9,5,·,7.6,4,0,-2,1
Fc1ccccc1N1CCN(Cc2cnc(Cl)s2)CC1,-5,0.9,1,-10,6,1.5,0,-1,-6,1.1
CCCS(=O)(=O)N1CCC(C(=O)N2CCOCC2)CC1,-3,1,1,-5,-1,0.9,0,-6,1,1
Cc1c(=O)n(OCc2cccc(F)c2)c2ccccc2[n+]1[O-],-5,0.9,1,-15,9,2.5,-5,2,-5,1
CCC1=[N+]([O-])C(C)(/C(C)=N\O)N(O)C1(C)C (stereo not given),-9,1,1.1,14,3,2.7,-4,-5,1,1
COc1ccc(-c2nnc(-c3cccnc3)o2)cc1,12,0.9,0.9,-9,9,1.9,-3,-22,-5,1.1
CCc1ccc(NS(=O)(=O)c2cccs2)cc1,-6,0.9,1.1,-2,10,-0.8,-4,-23,-3,1
O=C(Nc1cccc2[nH]ncc12)c1ccc(F)cc1,-2,1.1,1,1,-10,2.2,25,9,-2,1
CCCCn1cnc2cc(NCc3cccc(OC)c3O)ccc21,1,1.3,1,-6,-34,2.7,-6,8,-6,1.1
COc1ccccc1/C=C\C=N\n1c(-c2ccc(Cl)cc2Cl)n[nH]c1=S,-2,1,1,-18,0,2.6,-5,-3,6,0.9
Cc1ccc2cc(CN(Cc3ccco3)C(=O)c3ccccc3)c(=O)[nH]c2c1C,-5,0.9,1.1,-8,5,1.0,3,-9,-6,1.1
Cc1ccc(CC(=O)NCCCc2ccccc2)cc1,-8,0.9,1.1,-6,11,0.1,-4,19,-9,1.1
CN1CCN(c2ccc(NC(=O)c3ccc(-c4ccc(Br)cc4)o3)cc2)CC1,8,1.1,0.9,2,-9,-1.0,99*,2,5,0.9
Cc1ccc(OCc2ccc(C(=O)Nc3ccc(C(N)=O)cc3)o2)c([N+](=O)[O-])c1,-5,0.9,1,-4,8,-0.2,-1,0,-3,1
C=CCc1cccc(Cl)c1OCCON1C(=O)CCC1=O,-7,0.9,1.1,-9,6,0.5,-1,-19,-5,1.1

# Some entries already given, showing only TNAP inh hi DEA, Lmaj promast and FLuc inh counter.
mol	TNAP inh hi DEA	Lmaj promast	FLuc inh counter
O=C(NCc1ccccc1)c1ccccc1-c1nc2ccccc2[nH]1	1	-1	0
CCNC(=S)N1CCC(C(O)(c2ccccc2)c2ccccc2)CC1	-4	4	-7
O=C(CCn1c2c(c3ccccc31)CCCC2)NNC(=O)c1ccccc1[N+](=O)[O-]	-2	-3	-2
COc1ccccc1N1CCN(Cc2nc3ccccc3c(=O)n2CC(C)=O)CC1	-4	-7	-6

# (cont.)
SMILES,FLuc inh counter,bIAP act,FLuc stim CS,TNAP inh no acc,bIAP inh,RAM network inh,Lmaj promast,APP transl inh,TNAP inh hi DEA,TNAP act hiacc
CCOC(=O)C1CCN(C(=O)C2CC(=O)N(c3ccc(C)cc3)C2)CC1 (stereo not given),-3,1,1,-13,-3,-1.2,-5,-6,-4,1
Cc1ccc(CN2CCN(Cc3cccc(OCCO)c3)CC2CCO)o1 (stereo not given),-6,1,1.1,-3,-2,1.3,-4,-2,-2,1
CN1CCN(C(=O)c2ccc3nc(-c4ccccc4)c(-c4ccccc4)nc3c2)CC1,-2,1.1,1,-3,-14,2.2,5,-1,-4,1
CCN1C(=O)C2C(C1=O)N1C(c3ccccc3)C3C(=O)N(CC)C(=O)C3N1C2c1ccccc1 (stereo not given),-1,1.1,1,-4,-8,1.5,-6,-5,-3,1
CCOc1ccc2nc(SC(C)C(N)=O)[nH]c2c1 (stereo not given),-1,1,1,-12,5,-0.5,-2,-8,-3,1
CCCNC(=O)COc1ncnc2sccc12,-4,1,1,3,0,0.5,-2,-3,-4,1
O=C(Nc1ccccc1N1CCOCC1)c1cc(F)cc(F)c1,-1,1.1,1,-9,-5,2.6,7,-11,-5,1.1
CCN(CC)CC(=O)N(CC(=O)Nc1c(C)cc(C)cc1C)C1CCCCC1,0,1.2,1,-10,-23,-1.2,-8,0,-5,1.1
Cn1c(C(=O)N2CCN(c3ccc(Cl)cc3)CC2)cc2c(=O)[nH]c3ccccc3c21,-5,1,1.1,-13,4,2.1,12,10,-5,1.1
CCC1Oc2ccc(C)cc2N(CC(=O)N(Cc2ccc3c(c2)OCO3)CC2CCCO2)C1=O (stereo not given),-5,1.1,1,-5,-9,1.9,34,-17,-4,1
O=C(Cn1nc(-c2ccccc2)ccc1=O)NCc1ccc2c(c1)OCO2,-6,0.9,1.1,-5,12,2.5,-9,9,-4,1
COc1ccc(CNC(=S)NC2CCCC2)cc1,-8,1,1.1,-17,4,0.5,-2,-2,-4,1
CCCC(=O)n1nc(-c2ccco2)nc1SCc1ccccc1,11,1,0.9,13,-5,2.0,-6,3,-5,1.1
O=C(NNC(=O)C(c1ccccc1)c1ccccc1)c1ccccn1,0,0.9,1,-45,11,-0.4,99*,55*,-8,1.1
CCCC(=O)Nc1cccn(Cc2ccccc2Br)c1=O,-2,0.9,1,-7,12,0.7,-3,-10,-2,1
COc1cccc(/C=N/NC(=O)CSc2nnc(C)n2-c2ccccc2)c1OC,-9,1,1.1,-12,4,1.9,-3,11,-5,1
Cc1nnc(SCC(=O)Nc2cc(-c3cc(C)c(C)cc3C)nn2-c2ccccc2)s1,-6,0.9,1.1,-4,11,3.2,97*,6,-7,1.1
CCNC(=O)c1ccc(C23CC4CC(CC(C4)C2)C3)o1,3,0.9,1,-8,7,0.6,89*,-10,-4,1
